High-throughput results: PubChem, The Scripps Research Institute Molecular Screening Center
OX1R antag-1: antagonists of human orexin 1 receptor (OX1R); Orexin/Hypocretin receptor type 1 (Homo sapiens), O43613; OX1R-expressing cells, FRET antagonist read-out; inhibition, % at 6.6 µM; 330,000 compounds, 1.8% hits; AID 485270, 2010; in the data active means inhibition mostly above about 38%, no sharp cut-off; inactive means mostly below about 40%;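 further: 0% = agonist challenge alone and 100% = reference antagonist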
Target sequence (O43613 whole entry, looked up): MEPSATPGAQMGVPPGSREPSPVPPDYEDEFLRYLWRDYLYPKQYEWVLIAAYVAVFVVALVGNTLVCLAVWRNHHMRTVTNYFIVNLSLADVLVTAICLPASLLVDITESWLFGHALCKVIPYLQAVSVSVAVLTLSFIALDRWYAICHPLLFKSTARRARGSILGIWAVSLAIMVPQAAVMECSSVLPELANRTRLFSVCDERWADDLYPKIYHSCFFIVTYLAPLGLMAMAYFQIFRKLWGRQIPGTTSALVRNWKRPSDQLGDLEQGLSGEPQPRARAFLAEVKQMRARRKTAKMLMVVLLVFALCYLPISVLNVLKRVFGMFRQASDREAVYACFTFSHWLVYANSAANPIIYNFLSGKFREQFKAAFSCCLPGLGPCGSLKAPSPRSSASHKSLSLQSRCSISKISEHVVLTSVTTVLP
OX1R antag-2: OX1R (HCRTR1) antagonists, primary screen, fluorescence, CHO/OX1R cells, Fluo-8 calcium, orexin A; AID 434989, 2010; 330,000 compounds, 0.43% hits; Orexin/Hypocretin receptor type 1 (Homo sapiens), O43613; inhibition, % at 5 µM; Fluo-8 calcium fluorescence;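 active means inhibition above its plate's threshold, mean inhibition of all tested compounds on the plate plus 3 SD, cut at about 37% in these data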;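 further: 0% = orexin A challenge wells and 100% = SB-334867-A antagonist wells; not every result past the cut was called active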
Numbers without * were called inactive.

1: COc1ccccc1CNC(=O)/C=C/c1ccc(S(=O)(=O)N2CCOCC2)cc1
2: Cc1ccc(N2C(=O)C3CC(c4ccccc4)=C4C5C=CC(C6C(=O)N(c7ccc(C)cc7C)C(=O)C56)C4C3C2=O)c(C)c1 (stereo unspecified)
3: COCCn1c(SCC#N)nnc1-c1ccc(OC)cc1
4: COc1ccc(S(=O)(=O)N2CCCc3ccccc32)cc1OC
5: C[C@@H]1CN([C@H](C)CO)C(=O)c2cc(NC(=O)NC3CCCCC3)ccc2O[C@H]1CN(C)S(C)(=O)=O
6: Cc1c(N2C(=O)C(=O)/C(=C(/O)c3ccc(Cl)cc3)C2c2ccccc2)c(=O)n(-c2ccccc2)n1C (stereo unspecified)
7: CCc1ccc(/C=C2\SC(=S)N(CCC(=O)NC3=NCCS3)C2=O)cc1
8: Fc1cccc(Cl)c1CSc1nnc(CN2CCOCC2)n1-c1ccccc1

Compound	1	2	3	4	5	6	7	8
OX1R antag-1	7.5	19.7	9.3	17.8	0.8	34.5	11.7	11.2
OX1R antag-2	4.0	-39.1	-21.0	-20.2	-18.2	-5.1	-14.7	-24.5

9: COC(=O)/C(=C/c1ccc(OC)cc1)NC(=O)c1ccco1
10: Cc1nn(CC(=O)OCC(=O)NCCc2ccc(S(N)(=O)=O)cc2)c(C)c1[N+](=O)[O-]
11: COc1ccc(CNC(=O)c2cnc(C)cn2)cc1
12: CCN(CC(=O)Nc1c(F)cccc1F)C(=O)CSCc1c(C)noc1C
13: O=C1CSC(c2cccnc2)N1Cc1cccnc1 (stereo unspecified)
14: COc1ccccc1NC(=O)Nc1ccc(NC(=O)c2ccccc2O)cc1
15: CC(OC(=O)CNC(=O)c1ccc(Cl)c(Cl)c1)C(=O)N1CCOCC1 (stereo unspecified)
16: COc1ccc(/C=C/C(=O)NC2CCN(Cc3ccccc3)CC2)cc1OC

Compound	9	10	11	12	13	14	15	16
OX1R antag-1	10.8	5.0	-8.8	9.5	2.2	-2.7	19.4	21.8
OX1R antag-2	10.5	-3.9	-12.7	-3.7	2.9	-8.2	-11.7	-19.6

17: CCCc1cc(C(=O)NCc2ccco2)no1
18: CN(Cc1ccc2nonc2c1)Cc1nc(CC2CC2)no1
19: CC1CCCC(NC(=O)c2cccc(S(=O)(=O)N3CCN(c4ccccc4)CC3)c2)C1C (stereo unspecified)
20: Cc1cc(NC(=O)C(C)SCC(=O)Nc2ccccc2OC(F)F)no1 (stereo unspecified)
21: Cc1ccc(NC(=O)CSc2nnc(Cc3ccccc3)c(=O)[nH]2)c(C)c1
22: C/C(=N/NC(=O)Cc1ccccc1)c1ccc(C)s1
23: CCc1ccccc1NS(=O)(=O)c1ccc2c(c1)C(C)(C)C(=O)N2C
24: CCC(=O)Nc1ccc(S(=O)(=O)Nc2cccnc2)cc1

Compound	17	18	19	20	21	22	23	24
OX1R antag-1	5.2	48.2	16.6	17.2	13.3	14.3	8.9	9.3
OX1R antag-2	-5.6	-12.6	-15.1	-11.1	-7.5	-2.8	-22.1	-4.7

25: CCn1ccnc1CN(C)C(=O)CCc1nnc(CCC2CCCCC2)o1
26: O=C(CNC(=O)c1ccccc1F)NCCCN1CCCC1=O
27: Cc1ccccc1Nc1nc(N2CCOCC2)nc(N2CCOCC2)n1
28: CCOC(=O)c1nc(Nc2ccccc2CC)c2ccccc2n1
29: Cc1nc2ccccc2n1/N=C/c1ccc([N+](=O)[O-])s1
30: CCC(CC)NC(=O)CSc1nnc(-c2c[nH]c3ccccc23)o1
31: Cc1ccc(NC(=O)CN(C)C(=O)Cn2ncc(Cl)c(Cl)c2=O)cc1
32: Cc1cc(C)c(NS(=O)(=O)c2ccc3c(c2)NC(=O)CCS3)c(C)c1

Compound	25	26	27	28	29	30	31	32
OX1R antag-1	15.1	17.7	-4.5	-4.6	23.6	16.9	10.4	11.5
OX1R antag-2	-7.3	-8.4	-2.3	-30.6	-6.1	-23.3	24.0	4.3

33: COc1ccc(C(CNC(=O)c2ccc(-c3ccccc3)cc2)N(C)C)cc1OC (stereo unspecified)
34: Cc1c(C)n2c(SCC(=O)NC3CCCC3)nnc2[nH]c1=O
35: CN1CCN(c2ccc(NC(=O)c3ccc4ccccc4c3)cc2)CC1
36: COc1cccc(CNc2ccc(S(=O)(=O)Nc3nccs3)cc2)c1O
37: COc1ccc(NC(=O)CCCn2c(=O)c3sccc3n(Cc3ccc(C)cc3C)c2=O)cc1
38: Cc1ccc(OCC(=O)Nc2ccccc2N2CCOCC2)c(C)c1
39: Cc1c(OCc2ccccc2)c(=O)ccn1Cc1ccc(F)cc1
40: COc1ccccc1Oc1coc2cc(O)ccc2c1=O

Compound	33	34	35	36	37	38	39	40
OX1R antag-1	2.3	5.6	3.3	3.6	17.5	21.4	16.5	23.2
OX1R antag-2	-18.5	-15.6	-6.1	-10.3	-26.7	-14.0	-36.0	-9.9

41: Cc1[nH]n(-c2ccccc2)c(=O)c1N=Nc1ccc(F)cc1
42: O=C(OCCCCN1C(=O)c2ccccc2C1=O)c1ccc(Br)o1
43: Cc1ccc(NC(=O)CN2CCC(C(=O)c3ccc(F)cc3)CC2)cc1
44: O=C1S/C(=C\c2cccs2)C(=O)N1c1ccc(O)cc1
45: Cc1ccc(OCC(=O)Nc2ccc(N3CCOCC3)cc2)cc1
46: CCOC(=O)c1sc(NC(=S)NC(=O)c2ccc(OC)cc2)nc1C
47: CC(C)OC(=O)c1cc2ccccc2oc1=O
48: COc1cccc(C(=O)Nc2nnc(-c3ccccc3)s2)c1OC

Compound	41	42	43	44	45	46	47	48
OX1R antag-1	2.7	19.9	12.6	-9.1	4.7	12.0	20.2	52.1*
OX1R antag-2	-23.7	-22.5	-19.5	-19.4	-6.0	-19.5	-24.8	4.3

Some of these compounds in order of the OX1R antag-1 value, highest first:
nr	canonical_smiles	OX1R antag-1	OX1R antag-2
48	COc1cccc(C(=O)Nc2nnc(-c3ccccc3)s2)c1OC	52.1*	4.3
47	CC(C)OC(=O)c1cc2ccccc2oc1=O	20.2	-24.8
44	O=C1S/C(=C\c2cccs2)C(=O)N1c1ccc(O)cc1	-9.1	-19.4

Additional records.
49: O=C(CSc1ccccc1)N1CCCC(N2CCN(c3ccccc3)CC2)C1 (stereo unspecified)
50: O=S(=O)(c1cccc2cccnc12)N1CCN(c2ccc(F)cc2)CC1
51: CCc1ccccc1N1CC23C=CC(O2)C(C(=O)OCC(C)C)C3C1=O (stereo unspecified)
52: CCOc1ccc(N2C(=O)CC(N(Cc3ccco3)C(=O)CC)C2=O)cc1 (stereo unspecified)
53: CS(=O)(=O)N(CC(=O)Nc1ccccc1Sc1ccccc1)c1ccc(F)cc1
54: CC1CCN(C(=O)c2cccc(S(=O)(=O)N3CCN(c4ccccc4)CC3)c2)CC1
55: COc1ccc(C(=O)C2CCCN(C(=O)c3ccc(OC)o3)C2)c(C)c1 (stereo unspecified)
56: CCCC#CCN1CCN(C23CC4CC(CC(C4)C2)C3)CC1

Compound	49	50	51	52	53	54	55	56
OX1R antag-1	12.0	25.6	13.7	5.3	25.0	12.2	7.8	4.4
OX1R antag-2	-30.3	-14.8	-21.5	-3.2	-2.8	-10.4	-13.8	-18.8

Whole records from above.
Results for `CCn1ccnc1CN(C)C(=O)CCc1nnc(CCC2CCCCC2)o1` = OX1R antag-1: 15.1; OX1R antag-2: -7.3
Results for `CCOC(=O)c1nc(Nc2ccccc2CC)c2ccccc2n1` = OX1R antag-1: -4.6; OX1R antag-2: -30.6

New compounds follow
57: O=C(CN1CCCCC1)NNc1nc(-c2ccccc2)c2cc(Br)ccc2n1
58: CC(=O)C1(C)N(O)C(C)(C)C(c2cccs2)=[N+]1[O-] (stereo unspecified)
59: O=c1cc(NCC2CCCO2)[nH]c(=O)n1-c1ccc(Cl)cc1 (stereo unspecified)
60: CCCN(CCC)C(=O)C1CCN(c2cc(C)nc3c(-c4ccc(OC)c(OC)c4)c(C)nn23)CC1
61: Cc1cc(C)cc(N(C(=O)CNC(=O)c2cccs2)C(C(=O)NC2CCCC2)c2cccnc2)c1 (stereo unspecified)
62: O=C(NCc1ccncc1)C1COc2ccccc2O1 (stereo unspecified)
63: Cc1cccnc1NC(=O)c1ccc(NS(=O)(=O)c2ccc3[nH]c(=O)[nH]c3c2)cc1
64: CCOC(=O)N1CCC(=NNC(=O)COc2ccc(C#N)cc2)CC1

Compound	57	58	59	60	61	62	63	64
OX1R antag-1	5.4	15.3	6.4	14.4	15.1	7.9	22.5	15.8
OX1R antag-2	-39.3	-18.1	-0.2	-34.6	0.9	1.5	2.3	-15.4

65: COCCn1c(SCC(=O)NCc2ccccc2)nc2ccccc21
66: Cc1cc(C(F)F)n2ncc(C(=O)NC3CCCCCC3)c2n1
67: COc1cc(C2N(c3cccc(Cl)c3)C(=O)C3CCCN32)cc(OC)c1OC (stereo unspecified)
68: COc1ccc(OCCn2c(N)nc3ccccc32)cc1
69: COc1cccc(CN2CCNC(=O)C2CC(=O)NCCc2ccccn2)c1 (stereo unspecified)
70: CC(c1ccccc1)N1CCC(CNC(=S)Nc2cccc(Cl)c2)C1 (stereo unspecified)
71: COc1ccc(NC(=O)CN(C)C(=O)Cc2coc3cc(C)c(C)cc23)cc1
72: Cc1cc(C)c(N=Cc2c(O)c3ccccc3oc2=O)c(C)c1

Compound	65	66	67	68	69	70	71	72
OX1R antag-1	9.5	2.5	10.5	16.9	14.8	17.2	8.5	10.9
OX1R antag-2	-6.2	-12.6	-6.4	-14.4	-14.2	0.5	-12.2	-18.5

Molecules above that contain bromine:
42: O=C(OCCCCN1C(=O)c2ccccc2C1=O)c1ccc(Br)o1
57: O=C(CN1CCCCC1)NNc1nc(-c2ccccc2)c2cc(Br)ccc2n1

Compound	42	57
OX1R antag-1	19.9	5.4
OX1R antag-2	-22.5	-39.3

(further entries)
73: COC(=O)CC1NCCNC1=O (stereo unspecified)
74: Cc1occc1C(=O)NNC(=O)COc1ccc(Br)cc1Br
75: COc1ccc(CCN2C(=O)c3ccncc3C2=O)cc1OC
76: CC(=O)CC(=O)Nc1ncccn1
77: CCn1nc(C)c(CN2CCc3c([nH]c4ccccc34)C2c2ccc(F)c(OC)c2)c1C (stereo unspecified)
78: COc1cccc(-n2c(CNC(=O)OC(C)(C)C)n[nH]c2=S)c1
79: Cc1cc(NC(=O)CCNS(=O)(=O)c2ccc3[nH]c(=O)oc3c2)ccc1Br
80: Cc1cc(C)n(-c2nc3ccccc3c3nc(C)nn23)n1

Compound	73	74	75	76	77	78	79	80
OX1R antag-1	5.0	24.2	77.2	14.2	24.4	7.9	7.6	14.4
OX1R antag-2	-11.9	-13.2	-3.0	-13.9	-38.5	-8.2	-5.9	-0.6

81: CCc1cc2c(=O)n(Cc3ccco3)c(SCC(=O)N3CCCc4ccccc43)nc2s1
82: CCOc1cccc(C2C(C(=O)c3ccc(C)o3)=C(O)C(=O)N2CCCn2ccnc2)c1 (stereo unspecified)
83: CC(=O)Nc1ccc(NS(=O)(=O)c2ccccc2)c2ccccc12
84: CCC(C)NC(=O)c1oc2ccc(S(=O)(=O)N3CCC4(CC3)OCCO4)cc2c1C (stereo unspecified)
85: Cc1ncc(CO)c(/C=N/NC(=S)Nc2ccc(F)cc2)c1O
86: COc1ccc(/C=N/Nc2cc(C)nc(N)n2)cc1
87: CCCCN(C(=O)CSCc1ccc(C)cc1)c1c(N)n(CCC)c(=O)[nH]c1=O
88: CCC(C)(C)NC(=O)C(c1ccc(F)cc1)N(Cc1cccc(OC)c1)C(=O)c1cnccn1 (stereo unspecified)

Compound	81	82	83	84	85	86	87	88
OX1R antag-1	16.2	25.1	24.9	24.8	17.9	11.4	6.9	28.9
OX1R antag-2	-21.2	-11.1	-15.8	-13.0	-12.1	4.1	-12.1	-26.7

89: Cc1ccc(NC(=O)c2cc3ccccc3oc2=O)cc1S(=O)(=O)N(C)C
90: CCOc1ccc(CC(=O)NNC(=O)/C=C/C(=O)O)cc1
91: CCCN1CCN(CCCNC(=O)CCN2C(=O)COc3ccccc32)CC1
92: c1cnc(Sc2ccc3nnnn3n2)nc1
93: CSc1nc(SC)c2c3c(oc2n1)COC(C)(C)C3
94: Cc1cccc(-n2ncc3c2CCCC3NC(=O)CCN2CCCO2)c1C (stereo unspecified)
95: Cc1cc(C2N=C(N)Nc3nc4ccccc4n32)c(C)n1-c1ccccc1Cl (stereo unspecified)
96: CC(=O)Nc1ccc(Nc2nc(C)c([N+](=O)[O-])c(Nc3ccc(NC(C)=O)cc3)n2)cc1

Compound	89	90	91	92	93	94	95	96
OX1R antag-1	9.9	17.2	16.6	30.8	7.2	-9.5	3.2	29.2
OX1R antag-2	-6.5	-23.1	4.1	8.7	-23.0	-7.2	-9.2	-13.8

Marked active in OX1R antag-1 (from the list above):
48: COc1cccc(C(=O)Nc2nnc(-c3ccccc3)s2)c1OC

Compound	48
OX1R antag-1	52.1*
OX1R antag-2	4.3
